Screening data (PubChem)
Mito fusion act = inhibitors of mitochondrial division or activators of mitochondrial fusion; AID 485298; S. cerevisiae fusion-defective mutant growth rescue, CellTiterGlo 48 h; Potency, µM (series often up to 46.1 µM), inactives show top-dose growth rescue (activation), most hits filed as activators; actives 0.23% (n = 320,000);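 note: potency is the fitted concentration of half-maximal effect; % of control where 0% means no effect; nearly all actives have a fitted effect of over 45% in size; temperature-sensitive fusion mutants such as fzo1-1 at 37 °C on non-fermentable ethanol glycerol medium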
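Growth-rescue viability read-out: after 48 h at the non-permissive 37C in glycerol/ethanol YPEG, yeast mitochondrial fusion mutants are measured by CellTiterGlo luminescence; compounds (23 nl pinned per well) restoring growth score as division inhibitors or fusion activators.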
uPA surface inh = inhibitors of cell surface uPA generation; cell surface uPA generation assay, qHTS; Potency, µM (highest dose often 38.3 µM), for the others: top-dose activity change, negative = inhibition, most hits filed as inhibitors; actives 0.31% (n = 330,000); AID 540303; active = well fitted inhibition curve with a large enough effect; inconclusive = small, poorly fitted or top-dose-only effect; inactive = no such curve, though single readings can be large or run the other way; tested in mouse RAW 264.7 cells; note: potency is the fitted concentration of half-maximal effect; % is set by controls: 0 for no effect and ±100 for the full control effect; nearly all actives have a fitted effect of over 55% in size
Eya2 inh = inhibitors of human Eya2 phosphatase activity | Potency, µM (series often up to 76.9 µM), for inactives: at the highest dose activity, negative = inhibition, actives largely listed as inhibitors | O00167 | actives 0.006% (n = 330,000) | recombinant Eya2, OMFP fluorescence dephosphorylation (OMFP is methylfluorescein phosphate); note: potency is the fitted concentration of half-maximal effect; % is set by controls: 0 for no effect and ±100 for the full control effect
Target sequence (O00167 whole entry, looked up): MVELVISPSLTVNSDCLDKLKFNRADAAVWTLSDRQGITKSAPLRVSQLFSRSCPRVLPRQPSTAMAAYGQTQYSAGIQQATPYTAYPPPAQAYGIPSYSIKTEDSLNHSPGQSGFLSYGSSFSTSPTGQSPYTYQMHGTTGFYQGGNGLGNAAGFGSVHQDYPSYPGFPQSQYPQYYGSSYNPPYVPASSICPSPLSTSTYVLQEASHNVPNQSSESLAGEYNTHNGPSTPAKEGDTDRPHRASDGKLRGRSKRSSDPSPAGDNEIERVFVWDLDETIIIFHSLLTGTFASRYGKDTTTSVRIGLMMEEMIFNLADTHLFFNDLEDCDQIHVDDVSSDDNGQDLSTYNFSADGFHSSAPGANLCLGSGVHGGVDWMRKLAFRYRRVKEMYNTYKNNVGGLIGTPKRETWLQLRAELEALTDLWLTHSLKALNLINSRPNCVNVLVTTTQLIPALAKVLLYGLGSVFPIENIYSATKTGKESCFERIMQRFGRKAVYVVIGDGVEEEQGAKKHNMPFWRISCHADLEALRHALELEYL
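Eya2 (0.2 uM) preincubated 10 min at ambient with compound, then OMFP substrate added at 50 uM; 10 min reaction in 50 mM HEPES pH 7.5, 50 mM NaCl, 5 uM MgCl2, 0.05% BSA, 1 mM DTT. Fluorescence read at Ex 485/Em 525 nm.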
USP2a block = USP2a (human) protease inhibition | actives 0.01% (n = 330,000) | USP2 core, Ub-CHOP2 coupled fluorogenic reporter, 485/531 | O75604 | Potency, µM (doses to about 38.3 µM), for the others: at the top dose activity change, negative = inhibition, usual class: inhibitors | AID 463254;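 note: potency is the fitted concentration of half-maximal effect; plate controls were DMSO wells for no effect and full inhibition by NEM control for full effect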
Target sequence (O75604 whole entry, looked up): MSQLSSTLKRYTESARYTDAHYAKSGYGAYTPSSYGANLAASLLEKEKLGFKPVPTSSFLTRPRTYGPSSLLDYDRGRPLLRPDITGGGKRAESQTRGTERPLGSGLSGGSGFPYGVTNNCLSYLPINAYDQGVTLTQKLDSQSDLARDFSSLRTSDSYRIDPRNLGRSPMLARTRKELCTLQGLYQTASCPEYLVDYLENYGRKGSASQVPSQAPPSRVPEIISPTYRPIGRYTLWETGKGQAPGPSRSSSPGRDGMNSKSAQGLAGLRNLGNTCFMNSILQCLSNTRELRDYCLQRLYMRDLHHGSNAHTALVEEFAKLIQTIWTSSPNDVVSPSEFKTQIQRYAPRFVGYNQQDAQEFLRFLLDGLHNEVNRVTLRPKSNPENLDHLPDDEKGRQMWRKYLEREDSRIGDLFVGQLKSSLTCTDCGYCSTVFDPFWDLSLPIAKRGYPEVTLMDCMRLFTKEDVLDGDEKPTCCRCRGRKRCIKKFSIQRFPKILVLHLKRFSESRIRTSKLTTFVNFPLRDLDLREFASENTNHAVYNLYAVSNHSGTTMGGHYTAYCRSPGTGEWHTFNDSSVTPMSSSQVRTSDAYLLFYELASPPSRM
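Deubiquitinase activity read as fluorescence (485/531 nm) after Ub-CHOP2 cleavage activates the enterokinase reporter on its substrate; USP2 core 10nM, Ub-CHOP2 and substrate 25nM each, 30min compound preincubation then 60min RT; data normalized to NEM, curves fitted.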
Tb PFK inh = blocks T. brucei phosphofructokinase | T. brucei PFK, ADP-Glo luminescence | Potency, µM (top dose mostly 57.5 µM), for inactives: top-dose activity, negative = inhibition, usual class: inhibitors | actives 0.17% (n = 330,000) | AID 485367;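 note: potency is the fitted concentration of half-maximal effect; 0% = uninhibited 1x PFK enzyme wells and -100% = no-enzyme wells; nearly all actives have a fitted effect of over 60% in size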
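Compounds were pin-transferred as a titration series up to 57 uM into substrate buffer (0.5 mM F6P, 0.1 mM ATP, pH 8.0), then 1.25 nM PFK was added and reactions ran 45 min before ADP-Glo detection.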
BCR signal inh = inhibitors of chronic active B-cell receptor signaling; ABC-DLBCL IkBa-CBG/CBR reporter, luminescence ratio, 4 h; Potency, µM (top dose mostly 46.1 µM), for the others: at the highest dose ratio change, negative = lower green/red ratio, usual class: inhibitors; actives 0.05% (n = 340,000); AID 493014; active = well fitted inhibition curve with a large enough effect in the signal ratio, with a control signal flat, not every such curve was filed as active; inconclusive = small, poorly fitted or top-dose-only effect, or effect the other way, or a change in a side signal; the % refers to the signal ratio;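 note: potency is the fitted concentration of half-maximal effect; plate controls were basal doxycycline-induced cells for no effect and cells given 10 µM MG132 for full effect; MG132 reads +100%, hits lower the ratio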
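TMD8 human ABC-DLBCL cells with doxycycline-inducible IκBα–green luciferase fusion and unfused red luciferase, in 0.5% FBS medium; compounds up to 46 uM, 4 h at 37C. Green/red luminescence ratio, filter-overlap corrected, fitted to concentration-response curves.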
ELG1 DNA repair = ELG1-dependent DNA repair inhibition; Potency, µM (doses to about 46.1 µM), inactives show at the highest dose activity change, negative = inhibition, actives largely listed as inhibitors; AID 504467; actives 2.3% (n = 330,000); HEK293T ELG1-luciferase reporter, luminescence, 16 h; DNA damage induced by 5-fluorouridine; note: potency is the fitted concentration of half-maximal effect; % is set by controls: 0 for no effect and ±100 for the full control effect; nearly all actives have a fitted effect of over 55% in size
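5-Fluorouridine DNA damage + compound/DMSO, 2,000 cells/well, 16 h, 37 °C/5% CO2. ONE-Glo, 30 min RT, luminescence. Readout = decrease in reporter signal.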
TSHR antag = antagonists of human thyroid stimulating hormone receptor. TSHR-expressing cells, TSH-stimulated cAMP HTRF, 2 h; active compounds read low. activity change, negative = inhibition, % at 11.5 µM. actives 0.2% (n = 330,000);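 active = activity change below a set negative limit, meaning inhibition stronger than a set level, cut at about -70% in these data; inconclusive = activity change between two set negative limits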; note: % is set by controls: 0 for no effect and ±100 for the full control effect
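Antagonism was scored as loss of TSH-driven cAMP in TSHR cells, stimulated with 4nM TSH (EC80) for 2 hours at 37 deg C and detected by homogeneous HTRF competition immunoassay.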
PTAP TSG101 blk = blocks PTAP/TSG101 interaction to inhibit HIV-1 budding | Fluorescence polarization, FITC-PTAP peptide / Tsg101 binding | Potency, µM (highest dose often 115 µM), for inactives: at the highest dose activity change, negative = inhibition, usual class: inhibitors | 340,000 tested, under 10 active; active = well fitted inhibition curve with a large enough effect in the main read-out, with a control signal flat, not every such curve was filed as active; inconclusive = small, poorly fitted or top-dose-only effect, or effect the other way, or a change in a side signal; inactive = no such curve, though single readings can be large or run the other way; note: potency is the fitted concentration of half-maximal effect; % of control where 0% means no effect
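FP read-out: FITC-PTAP peptide, 50 nM final, binding Tsg101 binding domain, 10 uM final; 20 min, r.t.; 10 mM HEPES pH 7.5, 0.15 M NaCl, 0.01% Tween 20, 3 mM EDTA, 0.1 mM TCEP.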
TCR act = activators of T cell receptors | primary human leukocytes, anti-CD3, IL-2 HTRF, 48 h | Potency, µM (series often up to 9.22 µM), for inactives: at the top dose activation of IL-2 secretion, hits mostly activators | 330,000 tested, under 10 active | AID 504894; note: % of control where 0% means no effect
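Human primary leukocytes + a-CD3 beads + cpd, 48 hr; IL-2 in supernatant by HTRF (ex 320nm / em 665nm). No co-stimulatory signal supplied.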
B2AR arrestin = recruits beta-arrestin to the human beta2-adrenergic receptor. P07550. beta-arrestin recruitment to beta2AR, cell-based reporter. Potency, µM (series often up to 46.1 µM), for the others: at the highest dose activation, usual class: activators. actives 0.02% (n = 330,000). AID 492947;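 note: potency is the fitted concentration of half-maximal effect; 0% = DMSO controls and full agonism = EC100 isoproterenol or metaproterenol; nearly all actives have a fitted effect of over 65% in size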
Starred values were filed as active, the others as inactive; ? = inconclusive; · = not tested or not shown; [ ] = dose if it differs, or a comment. Unless noted, calls come from the whole dose curve; as a rule, active = well fitted curve in the direction sought with a large enough effect; inconclusive = small, poorly fitted or top-dose-only effect, or another doubt; inactive = no such curve, though single readings can be large; an effect the other way counts as inactive or inconclusive. Hits appear at their usual frequency; about 3% have a hit in one of these screens.

SMILES	Mito fusion act	uPA surface inh	Eya2 inh	USP2a block	Tb PFK inh	BCR signal inh	ELG1 DNA repair	TSHR antag	PTAP TSG101 blk	TCR act	B2AR arrestin
Cc1ccnc(NC(=O)c2ccc(NS(=O)(=O)/C=C/c3ccccc3)cc2)c1	27%	6%	18%	-2%	-6%	7%	11%	0	-1%	2%	-0.2%
COc1ccc(Oc2ccc(C(F)(F)F)cc2NC(=O)c2ccc(OC)cc2)cc1	3%	-3%	-6%	7%	-8%	-4%	-29%	-14	-8%	7%	0.5%
Cc1ccc(C(=O)NNC(=O)COc2ccc(Cl)cc2C)o1	-1%	5%	5%	1%	-3%	-1%	?	-3	-1%	-4%	0.1%
COc1ccc(NC(=O)CSc2nn3c(=O)c(C)nnc3s2)cc1	-1%	1%	7%	1%	2%	10%	11%	2	1%	-1%	-0.6%
O=C(/C=C/c1cccc(Cl)c1)c1nc2ccccc2[nH]1	-24%	-12%	3%	-6%	-4%	?	?	-4	-4%	0%	-0.6%
COc1ccc2cc(C(=O)Nc3ccc(F)cc3)sc(=O)c2c1OC	0%	-4%	4%	3%	-4%	-5%	6%	9	0%	0%	-0.5%
CC(C)(C)Sc1ccc(/C=N/O)cc1[N+](=O)[O-]	1%	·	0%	2%	-1%	?	0%	-19	-7%	-43%	0.2%
CNC(=O)c1ccsc1NC(=O)CCS(=O)(=O)c1ccc(F)cc1	-4%	-9%	-9%	-7%	-4%	?	-20%	6	2%	9%	0.2%
CCOC(=O)C1=C(C)NC(=O)N(C(C)=O)C1c1ccc(Cl)cc1 (configuration not stated)	16%	·	-9%	4%	-1%	0%	-15%	15	-2%	3%	0.3%
C=CCOc1cccc(CNCCCN2CCOCC2)c1	-4%	·	5%	-1%	0%	-6%	17%	0	-1%	-1%	-0.2%
CCOC(=O)N1CCN(C(=O)c2ccc3c(c2)N(CC)CCS3)CC1	-2%	13%	14%	2%	8%	?	-14%	11	2%	1%	0.2%
OC1(c2ccc(Br)cc2)CN(c2ccccc2)C2=[N+]1CCS2 (configuration not stated)	15%	2%	23%	3%	0%	14%	15%	-6	0%	-1%	0.0%
Cc1cccc(CSc2ccc(-c3ccco3)nn2)c1	5%	4%	2%	2%	-1%	?	?	-3	0%	-4%[46.1 µM]	-0.5%
CN1CCN(S(=O)(=O)c2cccc(C(=O)Oc3ccccc3Cl)c2)CC1	2%	-6%	-7%	2%	-8%	0%	-8%	-9	-4%	2%	0.4%
CCCCn1c(N)c(N(CCOC)C(=O)c2ccc(Cl)c(S(=O)(=O)N3CCCCC3)c2)c(=O)[nH]c1=O	3%	-25%	31%	0%	1%	-9%	9%	6	-1%	6%	-0.4%
Cc1ccc(S(=O)(=O)c2nnn3c2nc(NC2CCN(Cc4ccccc4)CC2)c2ccccc23)cc1C	9%	-15%	-10%	1%	2%	-1%	-14%	-8	-3%	2%	0.4%
COc1ccccc1N1CCN(C(=O)c2ccc(C(C)(C)C)cc2)CC1	14%	2%	-12%	-2%	-9%	3%	-18%	-1	3%	6%	0.2%
OCC1(Cc2ccccc2)CCCN(Cc2cnn(-c3ccccc3)c2)C1 (configuration not stated)	3%	-1%	0%	-1%	-1%	1%	-7%	0	0%	11%	-0.5%
Cc1ccc(NC(=O)CCC(=O)c2cccs2)c(O)c1	6%	-1%	0%	9%	4%	-1%	?	21	-4%	-1%	-0.1%
Cc1nn(C)c(Oc2ccc(Cl)cc2)c1C=O	-1%	-4%	-4%	3%	-1%[0.46 µM]	-9%	-28%	1	-2%	0%	0.5%
COC(=O)c1c(NC(=O)C2CC2)sc2c1CCCC2	18%	-4%	-16%	0%	-1%	?	2%	-14	-1%	-1%	0.1%
CCN1C(=O)[C@H]2[C@H]3CN=C(SCc4ccc(C(=O)OC)cc4)N3[C@@](C)(C(=O)OC)[C@H]2C1=O	·	5%	3%	1%	0%	3%	1%	1	-4%	-7%[46.1 µM]	-0.7%
Cc1ccc([N+](=O)[O-])cc1NC(=O)CSc1nncc2ccccc12	-5%	-3%	-3%	1%	-2%	1%	13%	-1	6%	-7%	0.2%
O=C(c1ccc(F)c(S(=O)(=O)N2CCOCC2)c1)N1CCc2ccccc21	1%	-7%	-2%	3%	-9%	0%	2%	1	-2%	-4%	-0.4%
COc1ccccc1C(=O)N/C(=C\c1ccc(Br)cc1)C(=O)NCCC(=O)O	11%	1%	-1%	-1%	-9%	10%	0%	8	1%	-7%	-0.8%
CC(=O)N1c2ccc(S(=O)(=O)N3CCC(C(=O)N4CCN(c5ccccc5F)CC4)CC3)cc2CC1C (configuration not stated)	8%	-8%	-8%	-9%	-3%	2%	21µM*	5	-5%	-1%	0.0%
O=C(COC(=O)c1ccc(O)cc1O)Nc1ncc(Cl)cc1Cl	-4%	-1%	-5%	2%	1%	-18%	-1%	1	0%	-2%	0.0%
Cc1nc(N2CCN(C(c3ccccc3)c3ccccc3)CC2)[nH]c(=O)c1C	-1%	0%	11%	7%	0%	2%	2%	-4	-3%	-1%	-0.2%
COc1ccc(C(c2nnnn2C2CCCCC2)N2CCN(c3ccc(OC)cc3)CC2)cc1 (configuration not stated)	?	12%	-8%	1%	1%	11%	-4%	0	5%	2%	-0.1%
COc1ccc(C=O)cc1COc1ccccc1F	2%	0%	-3%	0%	-2%	?	-2%	-11	-1%	-4%[46.1 µM]	-1.1%
Brc1ccc(-c2noc(C3CCCCC3)n2)cc1	-1%	-1%	4%	1%	0%	8%	?	-9	-4%	1%	-0.9%
COc1ccc(NC(=O)C2CCN(C(=O)c3ccccc3)CC2)c(OC)c1	-4%	9%	5%	2%	-4%	2%	0%	-1	-14%	1%	-0.2%
CC(C)Cn1c(CCC(=O)O)ccc1-c1cccs1	7%	-3%	-18%	0%	4%	?	-5%	-11	1%	6%[46.1 µM]	-0.3%
CCOc1ccc(C)cc1-n1nc2ccccc2n1	-5%	1%	-5%	5%	1%	-9%	9%	-1	-3%	2%	-0.8%
Cn1c(=O)c(Oc2ccc(Cl)cc2)c(O)c2ccccc21	10µM*	13%	19%	2%	4%	-3%	-29%	2	-8%	0%[46.1 µM]	-0.2%
O=C(CC1C(=O)NCCN1C(=O)c1ccc([N+](=O)[O-])cc1)Nc1ccc(F)cc1 (configuration not stated)	4%	4%	13%	1%	0%	2%	18%	3	-5%	-1%	-0.3%
CCCNC(=O)NC(=O)CSc1nc2cc(C(=O)OC)ccc2c(=O)n1-c1ccccc1	-2%	-4%	-27%	-1%	4%	-23%	?	-1	-2%	8%	-0.2%
COc1ccc(OC)c(NC(=O)C2CCN(c3cc(-c4ccccc4)nc4ncnn34)CC2)c1	-1%	·	-8%	-8%	1%	?	?	17	-10%	-2%	0.7%
COc1ccc(OS(=O)(=O)Cc2ccccc2)cc1	-7%	1%	-8%	1%	-5%	9%	?	0	-3%	5%	0.3%
Cc1ccc(/C=N/NC(=O)c2nnn(-c3nonc3N)c2CN(C)C)s1	1%	-6%	7%	0%	-2%	5%	26%	13	-6%	-4%	0.2%
CCC(C)(C)c1nnc(NC(=O)C2CC(=O)N(CCc3ccc(F)cc3)C2)s1 (configuration not stated)	-3%	-3%	2%	-1%	2%	3%	-5%	-1	-1%	-3%	-0.4%
CCn1cc(C(=O)NCCCN2CC(C)CC(C)C2)c2cc(OC)c(OC)cc2c1=O (configuration not stated)	-3%	5%	5%	-2%	4%	-2%	14%	-1	-4%	3%	0.0%
Cc1cc(O)c(C2=Nc3ccccc3SC(c3ccc(Cl)cc3)C2)c(=O)o1 (configuration not stated)	1%	0%	2%	4%	-10%	?	?	-14	2%	0%[46.1 µM]	-0.1%
CCOC(=O)C(=O)C1=C(N2CCOCC2)/C(=C\c2ccc(F)cc2)CC1	0%	-5%	0%	0%	4%	-12%	?	3	-10%	1%[46.1 µM]	3.9%
COc1ccc(S(=O)(=O)Nc2cccnc2)cc1	2%	1%	-3%	-1%	-1%	1%	12%	1	-3%	-2%	0.2%
Cc1ccccc1NS(=O)(=O)c1ccc2[nH]c(=O)[nH]c2c1	5%	5%	-3%	-5%	1%	0%	3%	-2	1%	-4%	-0.2%
